PAFAH1B2 inh: PAFAH1B2 (human) inhibition | P68402 | recombinant PAFAH1B2, FP-rhodamine activity probe, fluorescence polarization | inhibition, % at 3.39 µM | 340,000 tested, 1.2% active;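 active = inhibition above the mean of all tested compounds plus 3 SD, cut at about 24% in these data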;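 also: 0% = enzyme with DMSO and 100% = wells lacking PAFAH1B2; many of its hits are not listed in these tables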
pPAFAH FP inh: inhibitors of human plasma PAF acetylhydrolase (pPAFAH). 330,000 tested, 1.5% active. AID 463082. recombinant pPAFAH, FP-rhodamine probe fluorescence polarization. inhibition, % at 3.39 µM. Q13093;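 active = inhibition above the mean inhibition across the screen plus 3 SD, cut at about 25% in these data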;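 also: inhibitors block binding of the rhodamine activity-based probe so polarization drops; 0% = enzyme with DMSO and 100% = wells lacking pPAFAH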
PAD4 inh: PAD4 (human) enzyme inhibition | AID 485272 | inhibition, % at 6.36 µM | recombinant PAD4, RCA probe fluorescence polarization | 330,000 tested, 0.41% active;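 active = percent inhibition above a cutoff equal to the mean of all tested compounds plus 3 SD, cut at about 15% in these data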;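 also: 0% = PAD4 with RCA probe and DMSO and 100% = probe without PAD4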
Target sequence (Q9UM07 whole entry, looked up): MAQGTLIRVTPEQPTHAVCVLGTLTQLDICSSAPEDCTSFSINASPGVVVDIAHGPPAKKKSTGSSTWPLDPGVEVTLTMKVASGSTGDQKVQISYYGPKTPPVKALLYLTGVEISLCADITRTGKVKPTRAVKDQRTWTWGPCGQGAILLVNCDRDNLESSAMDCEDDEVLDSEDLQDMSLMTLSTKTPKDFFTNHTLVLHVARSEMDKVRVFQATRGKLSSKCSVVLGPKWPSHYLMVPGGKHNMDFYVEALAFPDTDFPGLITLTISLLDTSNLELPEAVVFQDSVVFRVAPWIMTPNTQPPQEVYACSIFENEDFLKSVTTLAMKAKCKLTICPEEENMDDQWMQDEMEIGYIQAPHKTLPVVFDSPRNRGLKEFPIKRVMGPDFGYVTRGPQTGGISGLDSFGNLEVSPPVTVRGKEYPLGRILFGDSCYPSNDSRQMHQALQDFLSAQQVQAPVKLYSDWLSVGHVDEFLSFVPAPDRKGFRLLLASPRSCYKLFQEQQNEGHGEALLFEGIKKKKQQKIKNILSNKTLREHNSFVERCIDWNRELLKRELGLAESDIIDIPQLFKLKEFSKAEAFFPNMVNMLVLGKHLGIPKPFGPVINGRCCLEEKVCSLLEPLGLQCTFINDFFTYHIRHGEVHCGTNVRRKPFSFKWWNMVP
PAFAH1B3 inh: PAFAH1B3 (human) inhibition. Q15102. recombinant PAFAH1B3, FP-rhodamine probe, fluorescence polarization. inhibition, % at 3.39 µM. 340,000 tested, 0.28% active. AID 492972;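 active = inhibition above the screen-wide average of all tested compounds plus 3 SD, cut at about 25% in these data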;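 also: 0% = enzyme with DMSO only and 100% = wells lacking PAFAH1B3 protein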
LYPLA1 inh: counter-screen for PME1 inhibitors: inhibitors of human LYPLA1 | inhibition, % at 5.9 µM | recombinant LYPLA1, FP-Rh probe fluorescence polarization | 320,000 tested, 0.16% active;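 active = inhibition above the mean of all tested compounds plus 3 SD, set per campaign, cut at about 14% in these data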;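 also: inhibitors block serine hydrolase probe labeling of LYPLA1 so polarization falls; 0% = enzyme with DMSO and 100% = wells lacking LYPLA1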
PREPL inhibitor: inhibits the human prolyl oligopeptidase-like enzyme | Q4J6C6 | recombinant PREPL, fluorescence polarization activity-based probe | inhibition, % at 5.96 µM | 320,000 tested, 0.68% active | AID 2751; in the data active = inhibition above about 43%;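 also: 0% = enzyme with DMSO and 100% = wells lacking enzyme; many of its hits are not listed in these tables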
LYPLA2 counter: LYPLA2 (human) inhibition in PME1 counter-screen. O95372. recombinant LYPLA2, FP-Rh probe fluorescence polarization. inhibition, % at 5.9 µM. 320,000 tested, 0.38% active;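 active = inhibition above the screen-wide mean plus 3 SD, limit set per campaign, cut at about 26% in these data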;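 also: 0% = LYPLA2 with DMSO and 100% = wells lacking LYPLA2 enzyme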
PAFAH2 FP inh: PAFAH2 (human) inhibition; Q99487; recombinant PAFAH2, FP-rhodamine activity probe, fluorescence polarization; inhibition, % at 3.39 µM; 340,000 tested, 0.99% active; AID 492956;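 active = inhibition above the mean over all tested compounds plus 3 SD, cut at about 30% in these data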;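 also: inhibitors block probe labeling of enzyme so polarization drops; 0% = enzyme with DMSO and 100% = wells lacking PAFAH2 protein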
GSTO1 counter: blocks human GSTO1 in RBBP9 counter-screen; P78417; recombinant GSTO1, activity-based probe fluorescence polarization; inhibition, % at 5.96 µM; 300,000 tested, 1.1% active; AID 1974;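 active = inhibition above the campaign mean inhibition plus 3 SD, cut at about 35% in these data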;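 also: 0% = GSTO1-1 with DMSO and 100% = wells lacking GSTO1-1 enzyme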
Target sequence (P78417 whole entry, looked up): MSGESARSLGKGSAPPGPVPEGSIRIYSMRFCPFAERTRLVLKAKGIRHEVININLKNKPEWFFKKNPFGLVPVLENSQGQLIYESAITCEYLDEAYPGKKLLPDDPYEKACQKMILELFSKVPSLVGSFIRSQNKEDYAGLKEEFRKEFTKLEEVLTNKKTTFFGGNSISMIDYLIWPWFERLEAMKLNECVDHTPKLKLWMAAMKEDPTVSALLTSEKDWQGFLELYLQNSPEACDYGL
Active calls of the source: *; . = not tested or not shown.

entry	SMILES	PAFAH1B2 inh	pPAFAH FP inh	PAD4 inh	PAFAH1B3 inh	LYPLA1 inh
1	Cc1cc(C)c2c3c(oc2n1)C(=O)N(c1cccc(Cl)c1)CC(=O)N3	1.5	1.7	-0.3	-3.3	0.5
2	O=C(O)C1C2C=CC(O2)C1C(=O)NCc1ccc(Cl)cc1 (centres undefined)	3.4	-0.4	0.1	7.4	2.2
3	CN(C)c1ccc(Nc2nc(N)c([N+](=O)[O-])c(N3CCOCC3)n2)cc1	2.8	10.4	-0.2	-2.0	-1.8
4	Cc1ccc(NC(=O)c2cccs2)cc1NC(=O)c1cccc(F)c1	3.8	9.2	-0.8	0.4	-3.4
5	Cc1ccccc1OCCC(=O)N(CC(=O)Nc1ccccc1C(F)(F)F)Cc1ccco1	2.1	3.7	1.2	-1.3	1.8
6	O=[N+]([O-])c1ccc(-n2nncc2-c2ccccc2)cc1	5.2	1.4	-10.1	2.3	1.5
7	Cc1c[n+](CC(=O)c2ccccc2)c(C)cn1	-5.7	-1.0	-4.8	10.1	0.0
8	Cn1c(SCc2ccc(Br)cc2)nnc1-c1ccncc1	5.2	-2.4	-1.3	7.5	1.8
9	COc1ccccc1N(C)S(=O)(=O)c1ccc(C(=O)Nc2ccc(N3CCOCC3)cc2)cc1	-0.8	4.9	4.1	-10.1	1.4
10	N#Cc1cccc(-n2c(-c3ccccc3)nnc2-c2ccccc2)c1C#N	2.0	5.7	-3.7	2.3	-4.2
11	COC(=O)c1oc2ccc(Br)cc2c1NC(=O)CN1CCN(C)CC1	5.6	5.8	-3.2	-0.3	-2.5
12	CCCNC(=S)N1CCN(c2nc(-c3cccc(OC)c3)cs2)CC1	4.4	4.0	1.2	5.7	-0.8

entry	PREPL inhibitor	LYPLA2 counter	PAFAH2 FP inh	GSTO1 counter
1	-4.4	-1.9	0.1	1.4
2	-0.4	2.5	2.1	13.1
3	31.3	0.6	7.4	0.9
4	-1.5	-2.3	0.8	2.4
5	-0.9	5.4	3.4	-1.5
6	8.3	3.4	-10.1	-2.7
7	-1.0	-4.2	-0.8	9.8
8	12.3	-7.0	2.2	-1.2
9	-2.3	8.2	9.1	7.9
10	2.4	-2.7	-7.4	4.1
11	-36.0	4.5	1.4	-3.9
12	27.7	-3.9	3.7	3.6

Screen by screen, as entered above.
Entries 1 to 5 in PAFAH1B3 inh read -3.3, 7.4, -2.0, 0.4, -1.3

More compounds follow.
entry	SMILES	PAFAH1B2 inh	pPAFAH FP inh	PAD4 inh	PAFAH1B3 inh	LYPLA1 inh
13	Cc1ccc(OCC(=O)N/N=C/c2cccnc2)cc1C	2.3	-0.3	-7.1	-1.3	-0.3
14	CC(C)(C)c1ccc(C(=O)Nn2c(CCC(=O)O)ccc2-c2cccs2)cc1	4.9	16.3	-4.4	12.8	-1.9
15	COC(=O)N1CCCc2cc(C)ccc21	-2.3	4.3	2.5	-2.2	1.9
16	COc1ccc(/C=C2\SC(=S)N(CC(=O)NC3C=CS(=O)(=O)C3)C2=O)cc1 (centres undefined)	-7.2	2.8	-0.3	-2.7	-15.1
17	COc1cc2sc(-c3ccccc3OC)c(-c3ccc(O)cc3)c2cc1OC	-1.7	3.4	10.4	-0.3	.
18	Cc1ccc(OC(=O)COc2ccccc2C)c(-n2nc3ccccc3n2)c1	2.4	3.3	-2.5	5.0	-5.7
19	Cc1cc(C)c(C)c(S(=O)(=O)N[C@@H](C)C(=O)OCc2cc(=O)n3cc(Br)ccc3n2)c1C	-2.1	6.2	2.4	1.6	-4.2
20	CCSc1nnc(NC(=O)CSc2nnc(-c3c[nH]c4ccccc34)n2CC)s1	9.0	11.3	-4.5	3.9	-1.6
21	CCc1cc2c(=O)n(-c3ccccc3)cnc2s1	2.9	-0.7	-1.1	5.4	2.6
22	O=C(c1cccnc1)N1CCc2ccccc21	4.9	5.7	-0.7	12.6	-0.7
23	C[C@H](CO)N1C[C@H](C)[C@@H](CN(C)S(C)(=O)=O)Oc2c(NC(=O)C3CCCCC3)cccc2C1=O	15.1	0.8	0.9	14.8	.
24	CC1c2[nH]c3ccccc3c2CCN1C(=O)Nc1ccccc1 (centres undefined)	2.0	5.4	-1.8	5.2	-2.2

entry	PREPL inhibitor	LYPLA2 counter	PAFAH2 FP inh	GSTO1 counter
13	-0.8	4.2	1.6	5.5
14	13.4	5.4	4.7	5.2
15	0.6	5.2	-0.5	4.5
16	28.1	-26.4	-14.0	16.0
17	24.7	.	0.0	.
18	-1.8	-7.6	1.0	0.7
19	-9.6	-4.7	-1.0	7.0
20	-4.5	-0.5	6.4	-3.5
21	7.7	6.8	3.3	0.8
22	-3.2	-2.9	3.8	9.7
23	23.2	.	-10.5	.
24	1.6	-2.9	-1.4	-2.4

Looked up above.
compound 16 @ LYPLA1 inh: -15.1
compound 13 @ PAFAH1B2 inh: 2.3
compound 17 @ pPAFAH FP inh: 3.4
compound 23 @ PAFAH1B2 inh: 15.1

Carrying on.
entry	SMILES	PAFAH1B2 inh	pPAFAH FP inh	PAD4 inh	PAFAH1B3 inh	LYPLA1 inh
25	Cc1c(-c2ccccc2)oc2c(C(=O)OCC(=O)Nc3cccc(F)c3)cccc2c1=O	-4.0	-4.2	-4.6	-0.8	-6.0
26	COc1cc(C(=O)N(C)CC2CCN(CCc3cccc(C(F)(F)F)c3)CC2)ccc1C	0.2	0.4	-4.3	5.9	1.2
27	O=C1CN(C(=O)CSc2nnnn2-c2ccc(Cl)cc2)c2ccccc2N1	5.1	7.6	4.8	0.9	-1.9
28	CC(=O)c1c(C)[nH]c(C(=O)NNC(=O)c2ccc(Br)cc2)c1C	2.6	6.1	-3.0	4.3	.
29	O=C(CSc1nc2[nH]ncc2c(=O)[nH]1)NCc1ccc(F)cc1	2.6	0.6	2.1	10.1	2.0
30	COc1ccc(-n2c(C)cc(/C=C3\C(=N)N4N=C(CC(=O)N5CCOCC5)SC4=NC3=O)c2C)cc1	1.1	7.6	-2.0	8.4	-5.6
31	CCN(Cc1ccncc1)C(=O)c1cccs1	-0.6	-1.8	3.0	11.5	-1.0
32	C/C(=C\c1ccccc1)CN1CCN(C(C)C)C(CCO)C1 (centres undefined)	1.1	-1.3	-0.6	7.2	3.1
33	CCOC(=O)CNC(=O)CNC(=O)c1ccc(OC)cc1	2.7	-4.3	-0.2	3.5	2.8
34	CSCC[C@H](NS(=O)(=O)c1ccc(C)cc1)C(=O)N1CCC(C(=O)N[C@@H](Cc2ccccc2)C(=O)O)CC1	6.3	0.9	1.6	4.6	1.2
35	COc1cccc(OCCNC(=O)c2cccc(OC)c2)c1	4.7	4.5	-1.4	10.6	6.0
36	CC(=O)Nc1cccc(C(=O)OCC(=O)c2ccc3c(c2)OCO3)c1	-1.9	-1.2	2.2	-6.8	0.3

entry	PREPL inhibitor	LYPLA2 counter	PAFAH2 FP inh	GSTO1 counter
25	-17.6	-4.6	29.4	4.3
26	-3.3	6.3	0.7	0.5
27	-21.7	6.4	-1.3	1.5
28	11.4	.	2.8	.
29	4.1	-7.2	-2.5	3.2
30	24.8	-1.4	-3.6	-17.6
31	20.8	0.0	-4.5	7.8
32	3.7	-0.1	-1.8	11.1
33	9.8	3.4	-2.7	5.2
34	-3.2	-0.8	4.6	5.7
35	6.1	9.7	-6.1	-0.7
36	-1.7	0.9	-2.4	6.9

Next part:
entry	SMILES	PAFAH1B2 inh	pPAFAH FP inh	PAD4 inh	PAFAH1B3 inh	LYPLA1 inh
37	O=c1c2cc(N3CCOCC3)ccc2[nH]c(=S)n1CCCN1CCCCC1	5.9	-6.8	-11.8	-0.6	-0.5
38	CCN(CC)C(=O)c1cc2c(=O)c3cc(Cl)ccc3oc2nc1C	9.7	2.2	-5.1	0.0	-1.8
39	O=C(CSc1ccc2nnc(-c3ccccn3)n2n1)NCc1ccco1	8.4	-4.2	3.0	-2.0	1.4
40	NC(=O)CC(NC(=O)c1ccc(Br)cc1)c1ccc(N2CCN(c3ccc(F)cc3)CC2)c([N+](=O)[O-])c1 (centres undefined)	5.1	-3.1	1.2	-4.9	-9.1
41	O=C(CCNC(=O)c1ccc(Br)cc1)NNC(=O)c1ccccc1O	1.6	1.2	-3.3	9.8	4.7
42	CCN(CC(=O)Nc1cc(Cl)ccc1C)C(=O)COc1cccc2c1OC(C)(C)C2	5.2	1.8	-0.6	6.0	-0.8
43	COc1cc2c(C(=O)NC3CCCCCC3)cn(C)c(=O)c2cc1OC	-0.8	-0.9	-3.8	6.5	0.0
44	CC(c1ccccc1)C1CC(=O)N(c2ccc([N+](=O)[O-])cc2)C1=O (centres undefined)	6.8	0.5	-0.5	5.0	3.5
45	Cc1cccc(OCC(O)CNC(=O)c2ccccc2C(=O)O)c1 (centres undefined)	8.1	4.3	-2.5	4.1	0.8
46	Cc1ccn2c(C(=O)CSc3ccc(Cl)cc3)c(C)nc2c1	20.4	3.5	-1.5	-2.0	-0.1
47	CCCCN1CNC(=S)N(c2ccc(C(=O)OCC)cc2)C1	2.5	1.1	2.9	-13.6	-2.6
48	CCOc1ccc(S(=O)(=O)NCCC(=O)NCC(c2cccs2)N(C)C)cc1 (centres undefined)	-2.7	2.1	-3.8	5.4	-1.9

entry	PREPL inhibitor	LYPLA2 counter	PAFAH2 FP inh	GSTO1 counter
37	27.5	-4.5	3.1	5.5
38	-8.8	-5.6	6.8	-1.3
39	11.5	7.6	2.2	8.1
40	22.4	25.6	-4.8	-1.0
41	1.2	1.7	-3.8	12.6
42	1.2	1.7	3.7	1.6
43	1.0	-0.7	-4.7	1.6
44	-6.1	6.6	-2.3	2.8
45	-6.5	-0.4	-0.2	6.3
46	-25.2	4.6	0.0	1.0
47	-1.9	-1.1	-4.6	-3.5
48	9.0	-2.5	2.2	1.4

Profiles, looked up by structure. Order of values: PAFAH1B2 inh	pPAFAH FP inh	PAD4 inh	PAFAH1B3 inh	LYPLA1 inh	PREPL inhibitor	LYPLA2 counter	PAFAH2 FP inh	GSTO1 counter
`CC(C)(C)c1ccc(C(=O)Nn2c(CCC(=O)O)ccc2-c2cccs2)cc1` across the screens: 4.9	16.3	-4.4	12.8	-1.9	13.4	5.4	4.7	5.2
`CCOc1ccc(S(=O)(=O)NCCC(=O)NCC(c2cccs2)N(C)C)cc1` (centres undefined) across the screens: -2.7	2.1	-3.8	5.4	-1.9	9.0	-2.5	2.2	1.4
`COc1ccc(-n2c(C)cc(/C=C3\C(=N)N4N=C(CC(=O)N5CCOCC5)SC4=NC3=O)c2C)cc1` across the screens: 1.1	7.6	-2.0	8.4	-5.6	24.8	-1.4	-3.6	-17.6

(cont.)
entry	SMILES	PAFAH1B2 inh	pPAFAH FP inh	PAD4 inh	PAFAH1B3 inh	LYPLA1 inh
49	Cc1cccc2nc(CSc3nnc(N)s3)cn12	2.6	0.9	-0.6	6.1	1.7
50	CCOC(=O)C1=C(C)Nc2sc(C(=O)c3ccc(C)cc3)c(N)c2C1c1ccc(C(=O)OC)cc1 (centres undefined)	-7.8	-8.8	-3.2	2.3	-7.5
51	CN(C)CCCn1c(NC(=O)C2CCCCC2)nc2ccccc21	3.8	-0.2	0.2	1.4	-1.1
52	Nc1ccc(N)c(C(=O)O)c1	46.9*	34.2*	0.1	69.3*	7.4
53	O=C(CCSCc1ccc(Cl)cc1)NCc1ccco1	13.1	2.9	-7.6	10.9	2.5
54	COc1ccccc1NC(=O)N(CCN1CCOCC1)Cc1cc2cc(C)cc(C)c2[nH]c1=O	1.1	0.0	-2.3	6.0	1.4

entry	PREPL inhibitor	LYPLA2 counter	PAFAH2 FP inh	GSTO1 counter
49	0.4	4.8	-0.8	7.5
50	0.3	-14.7	-5.5	-22.6
51	3.5	1.4	0.1	2.6
52	13.7	12.5	66.3*	57.0*
53	1.8	-5.2	3.8	7.1
54	3.3	1.6	9.0	4.6

Assay outcomes: PubChem BioAssay, The Scripps Research Institute Molecular Screening Center

This is a subset; the hit share may differ from the screen's.
